Growth percent in the NCI-60 one-dose screen (48 h, 10 µM unless noted): 100 = growth as untreated, 0 = no growth, -100 = all killed.
LOX IMVI – LOX IMVI melanoma; actives 7.4% (n = 79,000); AID 1794757
MALME-3M – MALME-3M melanoma; AID 1794766; actives 5.8% (n = 78,000)
UACC-62 – UACC-62 melanoma | actives 5.4% (n = 81,000) | AID 1794756
HS 578T – HS 578T breast cancer. AID 1794788. actives 4.1% (n = 78,000)
SK-MEL-28 – SK-MEL-28 melanoma | actives 4.1% (n = 81,000) | AID 1794761
UACC-257 – UACC-257 melanoma; actives 4.4% (n = 78,000); AID 1794764
SK-MEL-2 – SK-MEL-2 melanoma. actives 4.7% (n = 77,000). AID 1794763
SK-MEL-5 – SK-MEL-5 melanoma | actives 6.4% (n = 80,000) | AID 1794755
Starred values were filed as active, the others as inactive; [ ] = dose if it differs, or a comment. How the source made its calls: active means growth percent below 10; inactive means the rest.

How did O=C(COc1ccc(/C=C2\C(=O)Nc3ccccc32)cc1)Nc1ccccc1 do in these assays?
LOX IMVI: 94; MALME-3M: 104; UACC-62: 98; HS 578T: 103; SK-MEL-28: 113; UACC-257: 105; SK-MEL-2: 112; SK-MEL-5: 102

What do the screens show for `CCOC(=O)/C(C#N)=C\c1ccc2ccccc2c1`?
LOX IMVI: 91; MALME-3M: 108; UACC-62: 106; SK-MEL-28: 112; UACC-257: 101; SK-MEL-2: 91; SK-MEL-5: 102

Results for N#Cc1ccccc1-c1ccc(CN2C(=O)S/C(=C\c3ccc([N+](=O)[O-])cc3)C2=O)cc1 ?
LOX IMVI: 104; MALME-3M: 100; UACC-62: 98; HS 578T: 102; SK-MEL-28: 115; UACC-257: 107; SK-MEL-2: 106; SK-MEL-5: 104

Results for Cc1c(C(=O)N[C@H](CO)Cc2ccccc2)[nH]c2ccc(Cl)cc2c1=O ?
LOX IMVI: 98; MALME-3M: 104; UACC-62: 93; HS 578T: 102; SK-MEL-28: 114; UACC-257: 108; SK-MEL-2: 96; SK-MEL-5: 99

How did Oc1cccc(CNC2CCCCC2)c1 do in these assays?
LOX IMVI: 113; MALME-3M: 129; UACC-62: 97; SK-MEL-28: 110; UACC-257: 119; SK-MEL-2: 115; SK-MEL-5: 103

How did CCOC(=O)C(CCC1CCCCC1)C(C)=O (configuration not stated) do in these assays?
LOX IMVI: 105; MALME-3M: 119; UACC-62: 97; HS 578T: 114; SK-MEL-28: 120; UACC-257: 103; SK-MEL-5: 91

What do the screens show for `Cc1ccc2[nH]c3nc(=O)[nH]nc3c2c1`?
LOX IMVI: 95; MALME-3M: 100; UACC-62: 100; HS 578T: 96; SK-MEL-28: 104; UACC-257: 98; SK-MEL-2: 100; SK-MEL-5: 98

Results for C=CCSC(=O)Oc1c(Cl)c(Cl)c(Cl)c(Cl)c1Cl ?
LOX IMVI: 97; MALME-3M: 79; UACC-62: 78; HS 578T: 99; SK-MEL-28: 113; UACC-257: 86; SK-MEL-2: 111; SK-MEL-5: 108

What do the screens show for `NC1=Cc2n(c(=O)c3ccccc3[n+]2-c2ccccc2)C1`?
LOX IMVI: 101; MALME-3M: 97; UACC-62: 88; HS 578T: 111; SK-MEL-28: 170; UACC-257: 79; SK-MEL-2: 88; SK-MEL-5: 111

What do the screens show for `COP(=O)(OC)C(Cc1c[nH]c2ccccc12)NC(=O)OCc1ccccc1` (configuration not stated)?
LOX IMVI: 94; MALME-3M: 94; UACC-62: 87; HS 578T: 94; SK-MEL-28: 111; UACC-257: 109; SK-MEL-2: 97; SK-MEL-5: 96

Copied from the listing (2 entries):
How did O=C(COc1ccc(/C=C2\C(=O)Nc3ccccc32)cc1)Nc1ccccc1 do in these assays?
LOX IMVI: 94; MALME-3M: 104; UACC-62: 98; HS 578T: 103; SK-MEL-28: 113; UACC-257: 105; SK-MEL-2: 112; SK-MEL-5: 102

What do the screens show for `CCOC(=O)/C(C#N)=C\c1ccc2ccccc2c1`?
LOX IMVI: 91; MALME-3M: 108; UACC-62: 106; SK-MEL-28: 112; UACC-257: 101; SK-MEL-2: 91; SK-MEL-5: 102

Returning to the listing, starting three compounds before the break.
Results for C=CCSC(=O)Oc1c(Cl)c(Cl)c(Cl)c(Cl)c1Cl ?
LOX IMVI: 97; MALME-3M: 79; UACC-62: 78; HS 578T: 99; SK-MEL-28: 113; UACC-257: 86; SK-MEL-2: 111; SK-MEL-5: 108

What do the screens show for `NC1=Cc2n(c(=O)c3ccccc3[n+]2-c2ccccc2)C1`?
LOX IMVI: 101; MALME-3M: 97; UACC-62: 88; HS 578T: 111; SK-MEL-28: 170; UACC-257: 79; SK-MEL-2: 88; SK-MEL-5: 111

What do the screens show for `COP(=O)(OC)C(Cc1c[nH]c2ccccc12)NC(=O)OCc1ccccc1` (configuration not stated)?
LOX IMVI: 94; MALME-3M: 94; UACC-62: 87; HS 578T: 94; SK-MEL-28: 111; UACC-257: 109; SK-MEL-2: 97; SK-MEL-5: 96

What do the screens show for `Cc1ccc(S(=O)(=O)Nc2ncc(-c3nc4ccccc4[nH]3)c(N)n2)cc1`?
LOX IMVI: 99; MALME-3M: 105; UACC-62: 102; HS 578T: 102; SK-MEL-28: 106; UACC-257: 104; SK-MEL-2: 117; SK-MEL-5: 100

What do the screens show for `Cc1cc(O)c(C(C)C)cc1N=C1C=CCc2ccccc21`?
LOX IMVI: 101; MALME-3M: 110; UACC-62: 102; HS 578T: 97; SK-MEL-28: 107; UACC-257: 104; SK-MEL-2: 93; SK-MEL-5: 95

How did O=S1(=O)CC2=C1/C=C/CCCC2 do in these assays?
LOX IMVI: 100; MALME-3M: 90; UACC-62: 100; HS 578T: 99; SK-MEL-28: 104; UACC-257: 103; SK-MEL-2: 109; SK-MEL-5: 97

What do the screens show for `O=c1[nH]c(-c2cccnc2)nc2c1sc(=S)n2-c1ccccc1`?
LOX IMVI: 101; MALME-3M: 115; UACC-62: 106; HS 578T: 106; SK-MEL-28: 116; UACC-257: 124; SK-MEL-2: 115; SK-MEL-5: 98

What do the screens show for `Cc1ccc(C(=O)c2ccc(CC(=O)N/N=C/c3cc4ccccc4[nH]3)n2C)cc1`?
LOX IMVI: 89; MALME-3M: 98; UACC-62: 84; HS 578T: 98; SK-MEL-28: 107; UACC-257: 95; SK-MEL-2: 106; SK-MEL-5: 93

How did C=C1CC[C@@H]2C(C)(C)[C@@H](O)CC[C@@]2(C)[C@@H]1COc1ccc2ccc(=O)oc2c1 do in these assays?
LOX IMVI: 83; MALME-3M: 89; UACC-62: 55; HS 578T: 101; SK-MEL-28: 92; UACC-257: 77; SK-MEL-2: 88; SK-MEL-5: 62

How did COc1ccc2nccc(CC(O)C(Cl)(Cl)Cl)c2c1 (configuration not stated) do in these assays?
LOX IMVI: 92; MALME-3M: 112; UACC-62: 98; HS 578T: 107; SK-MEL-28: 110; UACC-257: 99; SK-MEL-2: 106; SK-MEL-5: 99

Results for COc1ccc(/C=C2/C(=O)/C(=C/c3ccc(OC)cc3OC)C3CCC2N3C)c(OC)c1 ?
LOX IMVI: 47; MALME-3M: 95; UACC-62: 51; HS 578T: 78; SK-MEL-28: 72; UACC-257: 88; SK-MEL-5: 76

What do the screens show for `S=c1nc(-c2ccncc2)[nH][nH]1`?
LOX IMVI: 101; UACC-62: 106; HS 578T: 123; SK-MEL-28: 116; UACC-257: 113; SK-MEL-2: 106; SK-MEL-5: 103

What do the screens show for `Cc1occc1-c1nnc(SCC(=O)Nc2nccs2)n1N1C(=O)CSC1=S`?
LOX IMVI: 95; MALME-3M: 103; UACC-62: 88; HS 578T: 97; SK-MEL-28: 110; UACC-257: 105; SK-MEL-2: 115; SK-MEL-5: 101

What do the screens show for `O=C(CN1CCN(c2cc(=O)[nH]c3ccc(F)cc23)CC1)Nc1ccc(Cl)cc1`?
LOX IMVI: 75; UACC-62: 48; HS 578T: 35; SK-MEL-28: 82; UACC-257: 65; SK-MEL-2: 66; SK-MEL-5: 81

How did NC(=O)CC(NC(=O)CCl)C(=O)O (configuration not stated) do in these assays?
LOX IMVI: 100; HS 578T: 98; SK-MEL-28: 108; UACC-257: 93; SK-MEL-2: 102; SK-MEL-5: 98

Results for OCC(Cl)(Cl)C(Cl)(Cl)CO ?
LOX IMVI: 95; MALME-3M: 98; UACC-62: 112; HS 578T: 105; SK-MEL-28: 108; UACC-257: 98; SK-MEL-2: 106

How did Cc1cc2c(C#N)n3c(c2cc1C)C(=O)C(c1ccccc1)Oc1ccccc1-3 (configuration not stated) do in these assays?
LOX IMVI: 20; HS 578T: 46; SK-MEL-28: 85; UACC-257: 45; SK-MEL-2: 45; SK-MEL-5: 23

What do the screens show for `CCOC(=O)C(COS(C)(=O)=O)(COS(C)(=O)=O)C(=O)OCC`?
LOX IMVI: 98; MALME-3M: 122; UACC-62: 103; HS 578T: 104; SK-MEL-28: 105; UACC-257: 105; SK-MEL-2: 114; SK-MEL-5: 109

How did S=c1[nH]ccn1-c1c(Cl)cccc1Cl do in these assays?
LOX IMVI: 99; MALME-3M: 109; UACC-62: 97; HS 578T: 109; SK-MEL-28: 101; UACC-257: -4.5*; SK-MEL-2: 140; SK-MEL-5: 106

Results for COc1ccc(NC(=O)CCn2c(=O)c3c(ncn3C)n(C)c2=O)cc1 ?
LOX IMVI: 102; MALME-3M: 107; HS 578T: 102; SK-MEL-28: 110; SK-MEL-2: 117; SK-MEL-5: 108

Results for N#CC(C#N)=C(C#N)NC12CC3CC(CC(C3)C1)C2 ?
LOX IMVI: 99; MALME-3M: 95; UACC-62: 95; HS 578T: 94; SK-MEL-28: 101; UACC-257: 106; SK-MEL-2: 100; SK-MEL-5: 102

Results for COc1cc(/C=C/C(=O)C(C(=O)/C=C/c2ccc(OC(=O)CCNC34CC5CC(CC(C5)C3)C4)c(OC)c2)C(=O)CCNC23CC4CC(CC(C4)C2)C3)ccc1OC(=O)CCNC12CC3CC(CC(C3)C1)C2 (configuration not stated) ?
LOX IMVI: -73*; MALME-3M: 19; UACC-62: 20; HS 578T: 6.5*; SK-MEL-28: -8.6*; UACC-257: 48; SK-MEL-2: 7.7*; SK-MEL-5: -37*

What do the screens show for `CCCC(C)OC(=O)/C=C\C(=O)NC(N)=O` (configuration not stated)?
LOX IMVI: 97; MALME-3M: 109; UACC-62: 96; HS 578T: 99; SK-MEL-28: 107; SK-MEL-2: 97; SK-MEL-5: 110

Results for COc1ccc(OC)c(C=C2C(=O)NNC2=O)c1 ?
LOX IMVI: 94; MALME-3M: 79; UACC-62: 103; HS 578T: 70; SK-MEL-28: 102; UACC-257: 92; SK-MEL-2: 99; SK-MEL-5: 103

Results for COC(C)CCO (configuration not stated) ?
LOX IMVI: 102; MALME-3M: 101; UACC-62: 103; SK-MEL-28: 104; UACC-257: 104; SK-MEL-2: 93; SK-MEL-5: 101

How did O=C(Nc1ccc(NC(=O)c2cc(=O)[nH]c3ccccc23)cc1)Nc1ccc(Cl)c(C(F)(F)F)c1 do in these assays?
LOX IMVI: 96; MALME-3M: 98; UACC-62: 96; HS 578T: 106; SK-MEL-28: 109; UACC-257: 105; SK-MEL-2: 106; SK-MEL-5: 98

Results for O=C1[C@H]2Cc3c([nH]c4ccccc34)[C@H](c3ccc(Cl)cc3)N2C(=O)CN1C1CCN(Cc2c(F)cccc2F)CC1 ?
MALME-3M: 80[8.33 µM]; UACC-62: 92[8.33 µM]; HS 578T: 75[8.33 µM]; SK-MEL-28: 88[8.33 µM]; UACC-257: 76[8.33 µM]; SK-MEL-2: 86[8.33 µM]

How did COc1cc2cc(Oc3cccc(NC(=O)Nc4cc(C(F)(F)F)cc(C(F)(F)F)c4)c3)c(C)nc2cc1OC do in these assays?
LOX IMVI: 2.0*; MALME-3M: -3.1*; UACC-62: -35*; HS 578T: -11*; SK-MEL-28: 7.7*; UACC-257: -4.7*; SK-MEL-2: -30*; SK-MEL-5: -58*

Results for O=C1O/C(=C(/Br)c2ccccc2)c2ccccc21 ?
LOX IMVI: 96; MALME-3M: 88; UACC-62: 99; HS 578T: 101; SK-MEL-28: 105; UACC-257: 104; SK-MEL-2: 104; SK-MEL-5: 96

What do the screens show for `NCCCNc1nc(-c2ccncc2)nc2sc3c(c12)CCCCC3`?
LOX IMVI: 82; MALME-3M: 76; UACC-62: 89; HS 578T: 91; SK-MEL-28: 92; UACC-257: 95; SK-MEL-2: 107; SK-MEL-5: 92

How did CCC(C)COCCOCCCN1C(=O)C2C3C=CC(C3)C2C1=O (configuration not stated) do in these assays?
LOX IMVI: 101; UACC-62: 99; HS 578T: 101; SK-MEL-28: 109; UACC-257: 103; SK-MEL-2: 101; SK-MEL-5: 108

What do the screens show for `Cc1ccc([C@H]2Nc3c(c(C(C)(C)C)nn3-c3ccccc3)C(=O)[C@]23CCCC3=O)cc1`?
LOX IMVI: 91; MALME-3M: 82; UACC-62: 88; HS 578T: 107; SK-MEL-28: 112; UACC-257: 91; SK-MEL-2: 75; SK-MEL-5: 103

Results for CC(=O)OCC(=O)[C@H]1CC[C@H]2C3=CC=C4C[C@@H](OC(C)=O)CC[C@]4(C)C3=CC[C@]12C ?
LOX IMVI: 91; MALME-3M: 107; UACC-62: 98; HS 578T: 101; SK-MEL-28: 118; UACC-257: 106; SK-MEL-2: 116; SK-MEL-5: 88

What do the screens show for `CCC(=O)[C@@H]1CC[C@H](C)c2ccc(C)nc2C1`?
LOX IMVI: 93; MALME-3M: 100; UACC-62: 92; HS 578T: 106; SK-MEL-28: 104; UACC-257: 104; SK-MEL-2: 114; SK-MEL-5: 100

How did CCCCCCN1C(=O)/C(=c2\sc3n(c2=O)NC2C(N=3)N(CC)C(=O)N2CC)c2ccccc21 (configuration not stated) do in these assays?
LOX IMVI: 90; MALME-3M: 105; UACC-62: 76; HS 578T: 90; SK-MEL-28: 105; UACC-257: 98; SK-MEL-2: 112; SK-MEL-5: 101

Results for O=C1C(Cl)=C(Nc2ccc(Nc3ccccc3)c(NC3=C(Cl)C(=O)c4ccccc4C3=O)c2)C(=O)c2ccccc21 ?
LOX IMVI: 63; MALME-3M: 39; UACC-62: 39; SK-MEL-28: 113; UACC-257: 80; SK-MEL-2: 106; SK-MEL-5: 91

Results for O=C1/C(=C/c2ccc(O)cc2)SC(=S)N1CCc1ccc(O)cc1 ?
LOX IMVI: 92; MALME-3M: 82; UACC-62: 75; HS 578T: 91; SK-MEL-28: 100; UACC-257: 96; SK-MEL-2: 104; SK-MEL-5: 95

What do the screens show for `O=C(O)CSC(Nc1ccccc1C(=O)O)c1ccccc1` (configuration not stated)?
LOX IMVI: 94; MALME-3M: 108; UACC-62: 101; HS 578T: 103; SK-MEL-28: 112; SK-MEL-2: 110; SK-MEL-5: 105

Source: PubChem
